Assay outcomes (PubChem)
G9a inh = blocks human histone lysine methyltransferase G9a. G9a H3K9 monomethylation, AlphaScreen, 2 h. AID 504332. Potency, µM (doses to about 102 µM), inactives show at the top dose activity, negative = inhibition, usual class: inhibitors. Q96KQ7. actives 8.8% (n = 350,000); also: potency is read from the fitted curve at half-maximal effect; % is scaled to controls: 0 for no effect and ±100 for the full control effect; nearly all actives have a fitted effect of over 75% in size
Target sequence (Q96KQ7 913-1193 limits assumed): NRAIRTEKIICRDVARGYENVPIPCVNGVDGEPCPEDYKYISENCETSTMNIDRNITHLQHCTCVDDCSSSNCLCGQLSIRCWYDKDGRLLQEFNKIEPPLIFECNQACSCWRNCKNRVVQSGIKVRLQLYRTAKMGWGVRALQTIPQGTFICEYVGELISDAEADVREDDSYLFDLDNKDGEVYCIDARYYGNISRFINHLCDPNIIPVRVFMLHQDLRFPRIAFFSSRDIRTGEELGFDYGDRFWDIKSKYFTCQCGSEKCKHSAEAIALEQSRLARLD
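Compounds were preincubated with 20 nM G9a for 15 min, after which biotinylated H3K9 peptide (500 nM) and SAM (20 uM) started a 2 h room-temperature reaction. Monomethylated product was quantified by antibody-based AlphaScreen chemiluminescence.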
BAZ2B block = BAZ2B (human) inhibition; AlphaScreen BAZ2B-H3K14Ac peptide displacement; Q9UIF8; Potency, µM (titrated, usually from 114 µM), for the others: top-dose activity change, negative = inhibition, most hits filed as inhibitors; actives 4.4% (n = 360,000); AID 504333; also: potency is read from the fitted curve at half-maximal effect; % is scaled to controls: 0 for no effect and ±100 for the full control effect; nearly all actives have a fitted effect of over 60% in size
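Complex of BAZ2B and biotin-H3K14Ac (50 nM apiece) forms over 30 min at RT, then faces library compounds up to 110 uM for another 30 min; AlphaScreen beads added, 20 min dark incubation, luminescence read.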
PGK inhibitor = blocks T. brucei phosphoglycerate kinase; PGK/GAPDH coupled, Kinase-Glo luminescence, 60 min; Potency, µM (top dose mostly 57.5 µM), without a hit: top-dose activity change, negative = inhibition, actives largely listed as inhibitors; AID 602233; actives 0.043% (n = 380,000); P07378; also: potency is read from the fitted curve at half-maximal effect; % is scaled to controls: 0 for no effect and ±100 for the full control effect; nearly all actives have a fitted effect of over 60% in size
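Recombinant glycosomal PGK reaction used 1,3-bisphosphoglycerate generated in-well by GAPDH (100nM final) in 100mM TEA pH 7.6, 5mM MgCl2, 0.01% Tween-20. After 60 minutes at room temperature, ATP was read by Kinase-Glo Plus luminescence end-point.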
Pin1 inh = human Pin1 inhibition | Q13526 | Pin1 FP peptide displacement, HiFluor488, 10 min | Potency, µM (top dose mostly 115 µM), inactives show top-dose activity, negative = inhibition, usual class: inhibitors | actives 0.009% (n = 390,000) | AID 504891; active = well fitted inhibition curve with a large enough effect in the polarisation, with a control signal flat, not every such curve was filed as active; inconclusive = small, poorly fitted or top-dose-only effect, or effect the other way, or a change in a side signal; inactive = no such curve, though single readings can be large or run the other way; the % refers to the polarisation; also: potency is read from the fitted curve at half-maximal effect; % is scaled to controls: 0 for no effect and ±100 for the full control effect
GLS inh = blocks human kidney-isoform glutaminase activity | AID 624170 | Potency, µM (top dose mostly 45.5 µM), for inactives: at the top dose activity change, negative = inhibition, actives largely listed as inhibitors | GLS enzymatic activity, qHTS titration | actives 0.21% (n = 410,000) | O94925; also: potency is read from the fitted curve at half-maximal effect; % is scaled to controls: 0 for no effect and ±100 for the full control effect
Target sequence (O94925 whole entry, looked up, canonical isoform): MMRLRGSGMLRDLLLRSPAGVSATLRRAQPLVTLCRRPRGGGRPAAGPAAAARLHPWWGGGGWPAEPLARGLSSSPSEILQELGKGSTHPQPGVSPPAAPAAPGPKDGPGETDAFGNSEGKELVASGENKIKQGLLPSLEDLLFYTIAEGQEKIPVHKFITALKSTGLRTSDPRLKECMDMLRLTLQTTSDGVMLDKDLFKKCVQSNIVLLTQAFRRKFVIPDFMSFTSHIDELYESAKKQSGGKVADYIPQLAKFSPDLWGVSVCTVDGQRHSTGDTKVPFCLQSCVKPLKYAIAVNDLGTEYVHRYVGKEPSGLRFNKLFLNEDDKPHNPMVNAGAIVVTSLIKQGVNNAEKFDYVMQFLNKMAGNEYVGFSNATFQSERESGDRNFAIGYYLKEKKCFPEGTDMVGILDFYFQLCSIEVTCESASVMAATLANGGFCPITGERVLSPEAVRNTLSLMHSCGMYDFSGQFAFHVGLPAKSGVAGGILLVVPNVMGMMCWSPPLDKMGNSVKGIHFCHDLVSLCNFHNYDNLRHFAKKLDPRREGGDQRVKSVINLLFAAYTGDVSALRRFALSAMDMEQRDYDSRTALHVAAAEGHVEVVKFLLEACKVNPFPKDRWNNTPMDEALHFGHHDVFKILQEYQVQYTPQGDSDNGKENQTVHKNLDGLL
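Two-point fluorescence kinetic (t0, 30 min RT) for hKGA; glutamate detected via glutamate oxidase–HRP–Amplex Red. Substrate: 1 mM L-glutamine solution; buffer 45 mM KH2PO4, pH 8.2.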
HP1b chromo inh = blocks HP1-beta chromodomain binding to methylated histone tails; AlphaScreen HP1-beta / biotin-H3K9me3 peptide binding; Potency, µM (doses to about 114 µM), for inactives: at the highest dose activity change, negative = inhibition, hits mostly inhibitors; actives 0.56% (n = 390,000); AID 540317; also: potency is read from the fitted curve at half-maximal effect; nearly all actives have a fitted effect of over 70% in size; inactives centre near 23
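AlphaScreen: HP1-beta (50 nM) preformed 30 min with biotin-H3(1-18)K9me3 peptide (50 nM) in PBS pH 7.4, 0.01% Tween-20. Compound added for 30 min at RT, then streptavidin donor/nickel chelate acceptor beads (10 ug/mL) for 30 min.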
PI4K2A block = blocks human PI4K2A kinase activity; Q9BTU6; purified PI4K2A, ADP-Glo luminescence, 1 h; hits give low values; activity change, negative = inhibition, % at 76.9 µM; actives 0.13% (n = 420,000); AID 1346378; in the data active = activity change below about -50%; inconclusive = mostly about -30% to -49%;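 also: -100% = wells without enzyme as full effect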
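ADP-Glo luminescence measured ADP generated by PI4K2A enzyme (4 ug/mL before mixing) with 1.2 mM PI substrate (pre-mix) and 300 microM ATP (pre-mix). Tris pH7.5 buffer with MgCl2, Triton X-100; 1 h reaction at ambient temperature.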
POLH inh = inhibitors of human DNA polymerase eta. recombinant Pol eta, fluorescent DNA replication assay. Potency, µM (top dose mostly 114 µM), inactives show top-dose activity change, negative = inhibition, usual class: inhibitors. actives 1.2% (n = 390,000). AID 588591; also: potency is read from the fitted curve at half-maximal effect; % is scaled to controls: 0 for no effect and ±100 for the full control effect
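Pol eta at 10 nM preincubated with compounds 15 min at room temperature; reaction started with fluorescent substrate (50 nM final) and read kinetically at 0 and 10 min.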
JMJD2A Tudor inh = inhibitors of human JMJD2A Tudor domain; O75164; AlphaScreen JMJD2A-Tudor / H3K4me3 peptide binding; Potency, µM (top dose mostly 114 µM), for the others: top-dose activity change, negative = inhibition, hits mostly inhibitors; actives 4.4% (n = 390,000); AID 504339; also: potency is read from the fitted curve at half-maximal effect; % is scaled to controls: 0 for no effect and ±100 for the full control effect; nearly all actives have a fitted effect of over 50% in size
The depositor's hits bear a star; i = inactive; ? = inconclusive; · = not tested or not shown; [ ] = remark or other dose. Unless noted, calls follow the shape of the dose curve; as a rule, active = well fitted curve in the direction sought with a large enough effect; inconclusive = small, poorly fitted or top-dose-only effect, or another doubt; inactive = no such curve, though single readings can be large; an effect the other way counts as inactive or inconclusive. These rows are one share of the data; count on the stated rates, not on these rows.

Under each structure: G9a inh	BAZ2B block	PGK inhibitor	Pin1 inh	GLS inh	HP1b chromo inh	PI4K2A block	POLH inh	JMJD2A Tudor inh
COc1ccc(CNC(=O)C[C@@H]2C[C@H]3c4cc(NC(=O)C5CCC5)ccc4O[C@H]3[C@@H](CO)O2)cc1
 : ·	·	9.2%	·	1.1%	·	-9.2	-8.2%	·
COc1ccccc1S(=O)(=O)c1ccccc1[N+](=O)[O-]
 : -9.5%	-7.7%	i	3.5%	3.4%	15.0%	-2.4	-8.4%	-22.1%
Cc1cc(O)c(C(c2ccccc2)N2CCCCC2)c(=O)n1Cc1ccco1 (centres undefined)
 : ?	-14.5%	1.6%	5.3%	4.0%	35.3%[57 µM]	-0.3	-11.7%	-20.1%
CC1CCCN(CCCNC(=O)c2ccc3c(c2)N(Cc2ccc(Cl)cc2)C(=O)c2ccccc2S3(=O)=O)C1 (centres undefined)
 : ?	?	8.5%	-8.9%	2.1%	5.6%	-1.2	-9.1%	?
COc1ccc(/C=C/C(=O)OCC(=O)Nc2cc(C(F)(F)F)ccc2Cl)cc1
 : 2.9%[59 µM]	11.9%	-2.9%	0.6%	1.2%	24.1%	1.0	-7.6%	-18.4%
c1cnc(N2CCN(Cc3ccc4c(c3)OCO4)CC2)cn1
 : -38.7%	·	-8.3%	11.2%	-7.4%	33.7%	-3.0	-5.8%	-29.5%
O=C(NCCCc1ccccc1)c1cc(COc2ccc(F)cc2Cl)on1
 : 81.2%[activator]	35.4%	0.2%	16.7%	15.9%	50.0%[activator]	1.6	-10.2%	?
CC(C)CCNC(=O)C(NS(=O)(=O)c1ccc2c(c1)c(=O)n(C)c(=O)n2C)c1ccccc1 (centres undefined)
 : 8.91µM*	8.4%	-4.5%	6.8%	0.5%	56.4%[activator]	-3.9	-16.6%	-14.2%
COc1ccc2[nH]c3c(c2c1)CCN(C(=O)c1cccc(Cl)c1)C3c1ccc(F)cc1 (centres undefined)
 : ?	?	6.7%	-2.5%	15.6%	3.0%	1.0	-20.5%	?
CCc1nc(NCCC(C)C)c2nnn(Cc3ccccc3)c2n1
 : ?	3.0%	i	2.1%	-1.3%	42.5%[activator]	3.4	-12.1%	-2.4%
CC(C)NC(=O)c1ccc2c(c1)N(CC(=O)Nc1ccccc1F)C(=O)C(C)(C)O2
 : -13.7%	?	-2.9%	-1.7%	-7.6%	39.6%	1.8	-14.2%	-6.8%
O=C(c1cccs1)N1CCN(C(=O)N2CCOCC2)CC1
 : 24.4%[59 µM]	-0.8%	-1.8%	2.8%	1.5%	15.1%	-6.7	1.8%	5.6%
O=C(CSC1=NCCS1)Nc1ccc(S(=O)(=O)NC2CCCCC2)cc1
 : 3.4%[59 µM]	-3.1%	-0.4%	6.4%	4.9%	23.5%	-2.8	-18.4%	-12.7%
CN(CC1CCOCC1)C(=O)CC1C(=O)NCCN1Cc1ccccc1F (centres undefined)
 : ·	0.3%	7.3%	-16.7%	5.6%	27.6%	-9.6	-17.3%	?
Cc1ccc(CN2CC(C(=O)Nc3cc(S(C)(=O)=O)ccc3Cl)CC2=O)cc1 (centres undefined)
 : ?	50.1µM*	-9.9%	?	-0.4%	7.6%	-4.6	?	-26.6%
CCC(CC)NC(=O)/C=C/c1cccc([N+](=O)[O-])c1
 : -9.6%[59 µM]	-1.4%	-7.5%	-0.2%	1.3%	-8.3%	-5.6	-19.2%	6.0%[57.1 µM]
CCOc1ccc(NC(=O)CN(C)C(=O)CCC2CCCCC2)cc1OCC
 : 13.1%[59 µM]	-4.3%	-6.7%	0.7%	1.7%	-2.1%	-1.3	-9.4%	-22.2%
Cc1cc(OC(C)C(=O)NCC2CCC(C(=O)O)CC2)c2c(C)cc(=O)oc2c1 (centres undefined)
 : ·	7.3%	i	4.1%	-1.9%	56.1%[activator]	-1.8	-14.7%	-15.0%
Fc1ccc(Nc2nc(-c3ccncc3)nc3ccccc23)cc1F
 : 9.2%[59 µM]	?	-11.1%	7.1%	-2.3%	114.4%[activator]	0.7	-3.9%	-20.1%
CCOC(=O)c1ccc(NC(=O)Cn2nnc(-c3ccc(C(F)(F)F)cc3)n2)cc1
 : 0.1%[59 µM]	-15.8%	-2.1%	1.9%	-7.4%	10.5%	0.4	-1.9%	-1.5%

2 compounds from above, limited to PGK inhibitor and GLS inh:
SMILES	PGK inhibitor	GLS inh
COc1ccccc1S(=O)(=O)c1ccccc1[N+](=O)[O-]	i	3.4%
Cc1cc(O)c(C(c2ccccc2)N2CCCCC2)c(=O)n1Cc1ccco1 (centres undefined)	1.6%	4.0%

Next section
Under each structure: G9a inh	BAZ2B block	PGK inhibitor	Pin1 inh	GLS inh	HP1b chromo inh	PI4K2A block	POLH inh	JMJD2A Tudor inh
CCCOc1cccc(C2C(C(=O)c3cccs3)=C(O)C(=O)N2Cc2cccnc2)c1 (centres undefined)
 : ?	-10.8%	2.3%	?	9.9%	?	0.8	-16.2%	-32.4%
O=C(/C=C/c1cccnc1)c1ccc(F)c(F)c1
 : 39.8µM*	-16.4%	8.1%	-1.7%	4.3%	24.5%	0.9	-2.3%	-4.2%
COC(=O)c1ccc(CN2C(=O)NC(Cc3c[nH]c4ccccc34)C2=O)cc1 (centres undefined)
 : 14.6%	-14.9%	-3.7%	-8.4%	-6.4%	-11.4%	-0.2	-10.6%	-23.1%
O=C(Nc1ccccc1N1CCCCC1)c1ccc(Cl)c([N+](=O)[O-])c1
 : 35.5µM*	?	-1.1%	-1.9%	-4.6%	-17.8%	2.9	5.0%	?
COc1ccc(Oc2c(-c3ccc(O)cc3O)n[nH]c2C)cc1
 : ?	?	-8.9%	0.4%	19.6%	22.8%	3.0	-20.7%	-36.0%
CCOc1ccccc1C(=O)OCC(=O)NCC1CCCCC1
 : -33.5%[12.7 µM]	-2.7%	4.3%	-6.0%	2.1%	16.9%	-0.1	1.3%	-15.1%
O=S(=O)(NCc1ccccc1)c1cccc2cccnc12
 : 16.0%[12.7 µM]	-3.5%	1.0%	-12.0%	0.3%	37.6%	-2.1	-5.7%	-4.2%
O=C(NCCc1c[nH]c2ccccc12)c1cc([N+](=O)[O-])cc([N+](=O)[O-])c1
 : 10µM*	-3.2%	i	-0.7%	2.9%	30.0%	5.2	-2.9%	-24.4%
CC(C)CN1CCN=C1N(C)C
 : -12.2%[2.33 µM]	9.8%	-2.5%	-5.1%	1.3%	26.4%	-0.9	-9.4%	-2.8%
CC(=O)c1ccc(OCC(=O)Nc2cccc(C(=O)Nc3c(C)n(C)n(-c4ccccc4)c3=O)c2)cc1
 : ·	·	-0.5%	?	0.4%	30.4%[activator]	5.8	-1.3%	5.6%
CCCCNc1c2c3c(cccc3n(C)c1=O)C(=O)c1ccccc1-2
 : 87.7%[activator][59 µM]	26.3%	-10.0%	?	2.8%	66.1%[activator]	15.7	-14.2%	40.3%[activator]
CC(C)Cc1n[nH]c(=O)[nH]1
 : -3.2%[59 µM]	-4.2%	-6.5%	-8.1%	-7.4%	67.2%[activator]	-0.9	-15.4%	2.1%[11.4 µM]
CC1Cc2ccccc2N1C(=O)COC(=O)c1ccc(Cl)nc1 (centres undefined)
 : 3.3%	-38.4%	1.4%	-1.0%	-14.2%	32.0%	0.5	-23.2%	0.7%
CCn1c(=O)c(=O)[nH]c2cc(C(=O)Nc3ccc(S(=O)(=O)N4CCCC4)cc3)ccc21
 : -8.6%	0.5%	0.1%	?	9.5%	32.6%	5.2	7.8%	-6.9%
COc1ccc(CN2CCC(Cc3ccccc3)CC2)c(C)c1C
 : ?	?	i	-6.4%	1.4%	-14.6%	-0.8	-6.6%	28.2µM*
Cc1ccc(-c2nnc(NC3CCCC3)s2)cc1
 : 55.5%[activator]	-1.4%	-9.9%	-7.5%	-5.9%	32.9%	-3.3	-5.1%	-9.0%
Cc1c(Cl)c(C(F)F)nn1CC(=O)NC1C(=O)N2C(C(=O)O)=C(CSc3nnnn3C)CSC12 (centres undefined)
 : 28.2µM*	-38.1%	?	?	-12.8%	6.5%	1.2	20µM*	-29.6%
O=C(NC(=O)N1CCN(c2ccc(F)cc2)CC1)c1ccccc1
 : -18.4%[12.7 µM]	10.3%	-8.6%	-2.1%	6.6%	-6.5%	6.4	-9.5%	-13.9%
CCOc1ccccc1NC(=O)c1c(NC(=O)Cc2ccc(OC)cc2)sc2c1CCC2
 : 3.0%[59 µM]	2.5%	-0.3%	-2.0%	-8.1%	33.2%	2.5	-25.4%	-3.9%
c1cncc(-c2nnc(-c3cccnc3)nn2)c1
 : 8.91µM*	-36.2%	-10.5%	1.3%	-20.3%	?	-0.2	-3.3%	-25.2%[57.1 µM]
CN1/C(=C\C=O)C(C)(C)c2ccccc21
 : 3.7%	·	i	14.0%	-2.8%	10.9%	6.6	-4.3%	-20.5%

Quoted at random: 3 records from the list
Under each structure: G9a inh	BAZ2B block	PGK inhibitor	Pin1 inh	GLS inh	HP1b chromo inh	PI4K2A block	POLH inh	JMJD2A Tudor inh
O=C(Nc1ccccc1N1CCCCC1)c1ccc(Cl)c([N+](=O)[O-])c1
 : 35.5µM*	?	-1.1%	-1.9%	-4.6%	-17.8%	2.9	5.0%	?
CC(C)CN1CCN=C1N(C)C
 : -12.2%[2.33 µM]	9.8%	-2.5%	-5.1%	1.3%	26.4%	-0.9	-9.4%	-2.8%
c1cncc(-c2nnc(-c3cccnc3)nn2)c1
 : 8.91µM*	-36.2%	-10.5%	1.3%	-20.3%	?	-0.2	-3.3%	-25.2%[57.1 µM]
